GPR35 antagonists = GPR35 antagonists blocking zaprinast-driven arrestin recruitment, primary screen, imaging, U2OS, beta-arrestin-GFP, zaprinast agonist (AID 2058); G-protein coupled receptor 35 (Homo sapiens); U2OS GPR35 beta-arrestin-GFP translocation imaging, zaprinast antagonism; higher % means a stronger effect; inhibition, % at 10 µM, or IC50 in µM where a hit was titrated; 290,000 tested, 0.052% active;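 active = inhibition of at least 50% with at least 30 cells and total cytoplasm GFP at most 10,000,000; inconclusive = under 30 cells or total GFP of 10,000,000 plus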
Dengue-2 NS5 capping = Dengue-2 NS5 methyltransferase inhibitors, primary screen, biochemical, confirmation dose response (AID 588689) | Genome polyprotein (Dengue virus type 2 (strain 16681-PDK53)) | Dengue-2 NS5 methyltransferase capping enzyme assay, biochemical; higher % means a stronger effect | one-dose inhibition, % at 25 µM; IC50 in µM for titrated hits | 340,000 tested, 0.3% active; in the data active = a potency from the dose series; inconclusive = inhibition above about 29% without an active follow-up result
AID2073 = inhibitors of Mint1-CaV2.2 protein interaction, biochemical, HTRF (AID 2073); HTRF protein-protein interaction, Mint1-CaV2.2; higher % means a stronger effect; inhibition, % at 20 µM; hits with a dose series show IC50 in µM; 290,000 tested, 0.19% active; Voltage-dependent N-type calcium channel subunit alpha-1B (Homo sapiens); in the data active = inhibition mostly above about 51%, no sharp cut-off; inconclusive = no clear call, values can overlap the other calls; inactive = mostly below about 53%; also: some results filed as inactive read as strong as hits
Autophagy HCS = autophagy modulators in MEF cells, primary screen, imaging, high-content, MEF GFP-LC3; calls only at 10 µM (by protocol); AID 463193, 2010; 190,000 tested, 0.98% active; MEF GFP-LC3 puncta imaging; test concentration mostly 10 µM;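 active = percentage of spot-positive cells more than 3 SD above its plate mean, without a fluorescence outlier flag or 80% toxicity; inconclusive = no clear call, values can overlap the other calls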;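 also: spot-positive cell cutoff set from DMSO-treated cells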
NTR1 agonist = agonists of NTR1, primary screen, imaging, U2OS cells, beta-arrestin-GFP, high content (AID 493036); Neurotensin receptor type 1 (Homo sapiens), P30989; NTR1-U2OS beta-arrestin-GFP spot imaging, agonist mode; activation, % at 20 µM; 330,000 tested, 0.17% active;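 active = activation at or above 40% of the spot to cytoplasm intensity ratio, with at least 20 cells analyzed; inconclusive = wells under 20 cells, flagged as cytotoxic or low count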;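 also: 0% = DMSO without peptide and 100% = 100 nM NTR1 peptide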
Target sequence (P30989 whole entry, looked up): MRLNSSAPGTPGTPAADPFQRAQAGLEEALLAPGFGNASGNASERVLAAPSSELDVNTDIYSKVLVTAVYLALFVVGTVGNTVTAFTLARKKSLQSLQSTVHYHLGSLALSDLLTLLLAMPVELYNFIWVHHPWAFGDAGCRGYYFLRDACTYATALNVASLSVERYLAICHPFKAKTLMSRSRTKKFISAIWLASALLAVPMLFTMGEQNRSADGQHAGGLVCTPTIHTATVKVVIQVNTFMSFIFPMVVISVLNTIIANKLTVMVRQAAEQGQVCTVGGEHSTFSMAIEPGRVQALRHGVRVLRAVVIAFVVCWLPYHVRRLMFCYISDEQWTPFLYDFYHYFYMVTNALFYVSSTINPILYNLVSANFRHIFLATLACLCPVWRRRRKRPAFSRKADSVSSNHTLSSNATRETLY
RSV CPE inhibition = RSV antiviral activity via CPE protection, HEp-2 cells, primary 10 µM value included (AID 2391) | HEp-2 cells, RSV-induced CPE inhibition; higher % means a stronger effect | CPE inhibition, % at 10 µM, or IC50 in µM where a hit was titrated | 310,000 tested, 0.13% active; in the data active = a potency from the dose series; inconclusive = CPE inhibition mostly from about 23% at the one dose, without a potency; inactive = the rest, 99 in 100 with CPE inhibition below about 21%; also: strong numbers were not always called active
WT yeast gro inh = growth inhibition of WT strain, primary screen, mitochondrial fusion inhibitor project, WT and mutant strains, chemical genetic; mitochondrial fusion phenotypic screen; inhibition, % at 10 µM; 190,000 tested, 2.1% active; in the data active = inhibition above about 58%; tested in S. cerevisiae
LYP inhibition = inhibitors of LYP phosphatase, biochemical, fluorescence intensity, uHTS (AID 1779); Tyrosine-protein phosphatase non-receptor type 22 (Homo sapiens); recombinant LYP phosphatase, fluorescence intensity; higher % means a stronger effect; inhibition, % at 11.5 µM, or IC50 in µM where a hit was titrated; 290,000 tested, 0.054% active; in the data active = inhibition above about 50%;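 also: plate controls were vehicle with enzyme for no effect and no enzyme for full effect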
K1F lysis inhibition = inhibition of K1F phage lysis, E. coli UTI89, bacterial capsule biogenesis inhibitors, alamar blue (AID 488966); 340,000 tested, 0.02% active; one-dose inhibition, % at 100 µM; IC50 in µM for titrated hits; E. coli UTI89 K1F phage lysis, alamar blue, 2 h; higher % means a stronger effect;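 active = phage lysis inhibition, versus mean bacterial control, above a set limit; inconclusive = no clear call, values can overlap the other calls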;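 also: capsule biogenesis inhibitors block K1F phage lysis so surviving cells raise fluorescence; higher fluorescence means more inhibition of phage lysis; actives were called in the ten point dose series up to 300 µM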
WT yeast gro inh mutant strain = second read-out of WT yeast gro inh, no call of its own (marks repeat the call); inhibition, %; mitochondrial fusion phenotypic screen, mutant strain inhibition
Autophagy HCS cell loss 18 h = recorded beside Autophagy HCS, whose call it bears; toxicity, %; measured here: cell loss, nuclei count;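 cell loss after 18 h compound exposure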
NTR1 agonist cell count 20 µM = also measured in NTR1 agonist; calls as there; cell count; measured here: cell count, cytotoxicity flag
* hit, by the source's call; i = inactive; ? = inconclusive; . = not tested or not shown; [ ] = dose if it differs, or a comment. Rows are unselected; overall some 2.6% were active at least once.

SMILES	GPR35 antagonists	Dengue-2 NS5 capping	AID2073	Autophagy HCS	Autophagy HCS cell loss 18 h	NTR1 agonist	NTR1 agonist cell count 20 µM	RSV CPE inhibition	WT yeast gro inh	WT yeast gro inh mutant strain	LYP inhibition	K1F lysis inhibition
Cc1ccc(NC(=S)Nc2cccnc2)c(S(=O)(=O)N2CCCCC2)c1	-7%	-2%	2%	i	9	1.1	60	-1.8%	-7	9	10%	0.1%
Cn1nccc1C(=O)N1CCOCC1	-4%	1%	-8%	.	.	-0.1	56	0.6%	.	.	-7%	0.0%
COc1ccc(C(c2nnnn2C2CCCCC2)N2CCN(c3ccccc3)CC2)cc1 (stereo not given)	4%	.	1%	i	8	.	.	.	.	.	-4%	.
COc1ccccc1NC(=S)c1ccccc1	-10%	6%	-6%	i	-2	-0.7	31	3.2%	0	7	12%	1.5%
O=C(O)c1cc(S(=O)(=O)Nc2ccc(OCc3ccccc3)cc2)ccc1Br	23%	-2%	9%	.	.	0.8	55	15%	.	.	-6%	-0.1%
COc1ccccc1NC(=O)COC(=O)c1cc2ccccc2cc1O	.	-10%	.	.	.	7.3	78	1.9%	.	.	.	0.6%[50 µM]
COc1ccc(S(N)(=O)=O)cc1C(=O)OCCCC(=O)c1ccccc1	.	4%	.	.	.	0.1	66	0.6%	.	.	.	0.9%[50 µM]
Cc1[nH]c2ccccc2c1C(=O)C(=O)N1CCN(C(=O)c2ccco2)CC1	24%	-5%	15%	i	-9	-1.0	53	3.1%	-8	-10	-2%	0.3%
S=C(Nc1cccc(Cl)c1)Nc1cccc2cnccc12	11%	?	8%	i	4	.	.	0.4%	70*	47*	-3%	-1.5%[50 µM]
COc1ccc(C(=O)Nc2nnc(Cc3ccc(OC)c(OC)c3)s2)c(OC)c1	1%	-3%	-6%	.	.	1.2	57	12%	.	.	-10%	0.2%
O=C(/C=C/c1ccco1)Oc1cc(Br)cc(/C=N/NC(=O)c2ccccc2O)c1	-9%	-6%	24%	i	24	.	.	1.3%	23	6	0%	0.3%
COCCNC(=S)N1CCN(c2nc(-c3ccc(Cl)cc3)cs2)CC1	12%	-5%	-2%	.	.	2.8	65	7.2%	.	.	-3%	0.6%
CC1CCC(NC(=O)COC(=O)CSc2ccc(C(N)=O)cc2[N+](=O)[O-])CC1 (stereo not given)	.	8%	.	.	.	1.2	60	-1.4%	.	.	.	2.4%[50 µM]
Cc1nn(C)c(C)c1/C=N/O	9%	-7%	-7%	i	3	-0.8	34	3.4%	-4	2	-5%	0.7%
O=C1NCC(O)=C1C=NCCO	1%	-6%	2%	i	20	0.3	50	4.1%	-3	3	0%	0.4%
Cc1oc(-c2cccs2)nc1CS(=O)CC(=O)NCc1ccc2c(c1)OCO2 (stereo not given)	1%	-1%	2%	.	.	0.3	51	0.4%	.	.	-7%	-0.3%
Fc1ccccc1C1c2[nH]c3ccccc3c2CCN1CCCn1cccn1 (stereo not given)	0%	3%	13%	i	26	1.4	41	3.0%	10	10	-8%	-0.1%
Cc1ccccc1CC1(CO)CCCN(Cc2c(C)nn(C)c2Cl)C1 (stereo not given)	1%	-6%	-14%	i	-14	3.4	89	7.2µM*	10	3	-7%	0.2%
O=C(CN(C(=O)CSc1nnc(COc2ccccc2)o1)c1ccc(F)cc1)NC1CCCC1	16%	-1%	-34%	i	11	1.9	37	1.7%	-2	-15	-6%	4.2%
COc1ccc(C(C(=O)NCCC(C)C)N(CCO)C(=O)c2snc(C(N)=O)c2N)cc1 (stereo not given)	7%	-5%	1%	.	.	-1.5	46	1.7%	.	.	-8%	-0.3%
CCCNC(=O)CSc1n[nH]c(=O)n1CCc1ccccc1	-2%	-7%	4%	.	.	0.4	84	0.2%	.	.	-9%	-1.5%[50 µM]
O=C(O)CCC(=O)NCC(=O)c1ccc(F)cc1	-10%	.	37%	.	.	-0.7	49	0.8%	.	.	1%	.
COc1ccc(Cc2nc3ccc(S(=O)(=O)N4CCOCC4)cc3[nH]2)cc1	-13%	-2%	10%	i	-4	1.7	63	0.5%	79*	5.2*	-7%	-0.1%
CC(NC(=O)C(=O)N/N=C\c1ccc([N+](=O)[O-])cc1)c1ccccc1 (stereo not given)	0%	0%	10%	i	-10	0.5	37	-1.1%	-10	-5	2%	-0.8%
O=C(COC(=O)c1nn(-c2ccccc2)c(=O)c2ccccc12)NC1CCS(=O)(=O)C1 (stereo not given)	24%	0%	6%	i	9	1.4	30	0.4%	-8	-4	0%	-1.2%

Profiles, looked up by structure. Order of values: GPR35 antagonists	Dengue-2 NS5 capping	AID2073	Autophagy HCS	Autophagy HCS cell loss 18 h	NTR1 agonist	NTR1 agonist cell count 20 µM	RSV CPE inhibition	WT yeast gro inh	WT yeast gro inh mutant strain	LYP inhibition	K1F lysis inhibition
`Fc1ccccc1C1c2[nH]c3ccccc3c2CCN1CCCn1cccn1` (stereo not given) is listed as 0%	3%	13%	i	26	1.4	41	3.0%	10	10	-8%	-0.1%
`O=C(O)c1cc(S(=O)(=O)Nc2ccc(OCc3ccccc3)cc2)ccc1Br` is listed as 23%	-2%	9%	.	.	0.8	55	15%	.	.	-6%	-0.1%

Other records follow:
SMILES	GPR35 antagonists	Dengue-2 NS5 capping	AID2073	Autophagy HCS	Autophagy HCS cell loss 18 h	NTR1 agonist	NTR1 agonist cell count 20 µM	RSV CPE inhibition	WT yeast gro inh	WT yeast gro inh mutant strain	LYP inhibition	K1F lysis inhibition
O=C(CN1C(=O)C2C3CC(C(Br)C3Br)C2C1=O)OCC(=O)c1cccc([N+](=O)[O-])c1 (stereo not given)	-2%	-1%	12%	i	-1	2.9	52	-1.8%	-5	5	-3%	-0.6%
O=C(O)c1ccc(S(=O)(=O)NCc2ccc3c(c2)OCO3)cc1	1%	0%	4%	.	.	-1.1	83	0.8%	.	.	-9%	0.0%
CCCCCn1c(=O)[nH]c2cc(C(=O)NCCN3CCC(C)CC3)ccc2c1=O	10%	-3%	13%	.	.	-0.3	47	-0.4%	.	.	-9%	-0.1%
CCCCn1c(SCC(=O)/C(C#N)=C(\C)N)nc2ccccc2c1=O	7%	0%	39%	i	-5	2.4	74	3.4%	-22	-1	0%	3.1%[50 µM]
O=C(CSCc1nc2scc(-c3cccs3)c2c(=O)[nH]1)Nc1ccccn1	3%	0%	4%	.	.	0.3	54	0.1%	.	.	-4%	0.1%
O=C1CC2C(=O)NCCN2C(=NC(=O)c2ccccc2)N1 (stereo not given)	17%	1%	-9%	i	4	-0.7	59	2.3%	1	1	-7%	-0.1%
O=P(c1ccccc1)(c1ccccc1)N(c1ccccc1)c1ccccc1	-2%	-1%	?	i	-9	1.0	89	1.8%	2	1	6%	-0.1%
N#Cc1ccccc1NC(=O)c1cc(=O)c2ccccc2o1	3%	1%	-2%	i	7	-0.1	70	5.1%	10	0	-3%	0.0%
CN(C)C(=S)NC(=O)C(c1ccccc1)c1ccccc1	-5%	-4%	-8%	i	-25	-0.5	43	-1.7%	27	21	8%	-0.5%
COc1ccc2oc(C(=O)N3CCCc4ccccc43)c(C)c2c1	.	6%	.	.	.	2.7	57	6.1%	.	.	.	1.7%[50 µM]
COc1ccc(C2=NN(C(=O)CSc3nc4ccccc4s3)C(c3ccc(F)cc3)C2)cc1 (stereo not given)	-18%	-4%	6%	i	-13	1.4	51	7.2%	14	-4	5%	3.9%
CC(C)(C)c1ccc(CN2C3=NCCCN3c3ccccc32)cc1	4%	-12%	-2%	i	6	15	74	7.0%	20	14	-1%	0.0%
O=C(CCc1ccccc1)NC(NC(=S)Nc1ccc(Cl)cc1)C(Cl)(Cl)Cl (stereo not given)	0%	3%	-12%	i	-4	-2.7	49	0.4%	4	2	3%	-1.7%
O=C(NNc1cc(C(F)(F)F)nc2ccccc12)Nc1cccc(Cl)c1	0%	-9%	-8%	.	.	3.1	46	15%	.	.	4%	-1.6%
CN(C(=O)CN1C(=O)S/C(=C\c2ccccc2F)C1=O)C1CCS(=O)(=O)C1 (stereo not given)	-10%	1%	-1%	.	.	-0.3	49	3.6%	.	.	-4%	0.3%
C=CCN=C1SC(C)C(=O)N1S(=O)(=O)c1ccccc1 (stereo not given)	3%	-3%	-19%	i	-13	-2.4	96	0.6%	-4	-2	3%	1.5%
CC1(O)N(Cc2ccccc2)C(=O)OC12CCCCC2 (stereo not given)	-12%	-1%	3%	i	15	-0.9	47	0.4%	-17	0	-5%	2.5%
COc1cc(NC(=O)CSc2nnnn2Cc2ccccc2)cc(OC)c1	5%	-1%	4%	i	1	1.6	50	1.0%	1	-8	-4%	-1.0%
CCN1CCCC1CNc1ncnc2c1[nH]c1ccc(F)cc12 (stereo not given)	15%	5%	0%	i	-6	-0.4	61	-1.4%	2	-1	-10%	0.2%
CN(CCNC(=O)c1cc2c(-c3ccccc3F)nn(C)c2s1)C1CCCCC1	5%	-11%	25%	.	.	1.7	59	0.2%	.	.	-6%	2.1%[50 µM]
CN(C1=C(N2CCOCC2)C(=O)c2ccccc2C1=O)c1ccccc1	-4%	3%	-9%	i	25	8.3	65	2.1%	19	10	0%	-0.4%
Cc1ccccc1N1CCN(C(=O)c2ccccc2NC(=O)c2ccccc2C(=O)O)CC1	-23%	-5%	-4%	i	-14	-1.5	38	2.0%	-9	-12	-7%	-0.5%
Cc1cc(NC(=O)c2cc([N+](=O)[O-])cc([N+](=O)[O-])c2)no1	-2%	.	3%	.	.	3.6	55	.	.	.	-4%	.
CCC(C)c1ccccc1NC(=S)Nc1cccnc1 (stereo not given)	13%	-4%	-16%	i	-7	3.9	87	3.9%	11	-7	1%	-0.4%
CCNC(=O)CN(c1ccc(C)cc1)S(=O)(=O)c1ccc(SC)cc1	14%	-3%	-6%	i	10	-4.2	90	0.8%	6	1	0%	0.1%
COc1ccc(-c2cc3nc(C)cc(N)n3n2)cc1	8%	-4%	13%	i	-3	-2.5	75	-0.3%	11	4	-3%	-0.3%
CCOC(=O)C1=C(C)N=c2s/c(=C\c3ccc(C(=O)O)cc3)c(=O)n2C1c1ccc(F)cc1 (stereo not given)	-9%	23%	15%	.	.	2.0	86	?	.	.	3%	1.7%[50 µM]
NC(=O)NCC1CC1	15%	0%	9%	i	22	-1.5	101	-0.1%	-3	6	-5%	1.3%
O=C(OCn1nnc2ccccc2c1=O)c1cccc(S(=O)(=O)N2CCOCC2)c1	.	-2%	.	.	.	-0.7	63	0.3%	.	.	.	0.6%[50 µM]
CCN(Cc1nc2ccccc2c(=O)[nH]1)C(=O)C1CC(=O)N(c2cccc3ccccc23)C1 (stereo not given)	.	-1%	.	.	.	-1.1	52	0.2%	.	.	.	0.2%[50 µM]

Source: PubChem
